# p53 reactivator – re-activators of mutant p53; 0.063% of 320,000 active; H1299 p53-A138V BP100-luciferase reporter, luminescence, 24 h; Potency, µM (doses to about 92.2 µM), for inactives: at the top dose activity change, positive = activation, usual class: activators; AID 504706; note: potency is the fitted concentration of half-maximal effect; % of control where 0% means no effect; nearly all actives have a fitted effect of over 45% in size
#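 p53-null H1299 cells stably carrying temperature-sensitive p53-A138V and a BP100-luciferase reporter were pinned with compounds (4-point, 1:5 series) and held 24 hrs at 37 deg C. Luminescence was read 10 min after detection reagent.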
# TCR activator – activators of T cell receptors; primary human leukocytes, anti-CD3, IL-2 HTRF, 48 h; Potency, µM (highest dose often 9.22 µM), inactives show at the highest dose activation of IL-2 secretion, most hits filed as activators; 330,000 tested, under 10 active; AID 504894; note: % of control where 0% means no effect
#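 IL-2 produced over 48 hr by a-CD3 bead-stimulated primary human leukocytes exposed to compounds was detected with a homogeneous time-resolved FRET immunoassay, 665nm acceptor signal after 320nm excitation.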
# ELG1 repair inh – blocks ELG1-dependent DNA repair in HEK293T cells; Potency, µM (series often up to 46.1 µM), for the others: at the top dose activity change, negative = inhibition, hits mostly inhibitors; HEK293T ELG1-luciferase reporter, luminescence, 16 h; DNA damage induced by 5-fluorouridine; 2.3% of 330,000 active; note: potency is the fitted concentration of half-maximal effect; % is set by controls: 0 for no effect and ±100 for the full control effect; nearly all actives have a fitted effect of over 55% in size
#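 5-Fluorouridine DNA damage + compound/DMSO, 2,000 cells/well, 16 h, 37 °C/5% CO2. ONE-Glo, 30 min RT, luminescence. Readout = decrease in reporter signal.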
# TRPV1 ag – agonists of human vanilloid receptor 1 (TRPV1). Q8NER1. TRPV1-expressing cells, Fluo-8 calcium influx, agonist mode. activation, % at 8.33 µM. 0.19% of 320,000 active; in the data active = activation above about 80%; inconclusive = between about 30% and that limit; note: 0% is about no effect
# Target sequence (Q8NER1 whole entry, looked up): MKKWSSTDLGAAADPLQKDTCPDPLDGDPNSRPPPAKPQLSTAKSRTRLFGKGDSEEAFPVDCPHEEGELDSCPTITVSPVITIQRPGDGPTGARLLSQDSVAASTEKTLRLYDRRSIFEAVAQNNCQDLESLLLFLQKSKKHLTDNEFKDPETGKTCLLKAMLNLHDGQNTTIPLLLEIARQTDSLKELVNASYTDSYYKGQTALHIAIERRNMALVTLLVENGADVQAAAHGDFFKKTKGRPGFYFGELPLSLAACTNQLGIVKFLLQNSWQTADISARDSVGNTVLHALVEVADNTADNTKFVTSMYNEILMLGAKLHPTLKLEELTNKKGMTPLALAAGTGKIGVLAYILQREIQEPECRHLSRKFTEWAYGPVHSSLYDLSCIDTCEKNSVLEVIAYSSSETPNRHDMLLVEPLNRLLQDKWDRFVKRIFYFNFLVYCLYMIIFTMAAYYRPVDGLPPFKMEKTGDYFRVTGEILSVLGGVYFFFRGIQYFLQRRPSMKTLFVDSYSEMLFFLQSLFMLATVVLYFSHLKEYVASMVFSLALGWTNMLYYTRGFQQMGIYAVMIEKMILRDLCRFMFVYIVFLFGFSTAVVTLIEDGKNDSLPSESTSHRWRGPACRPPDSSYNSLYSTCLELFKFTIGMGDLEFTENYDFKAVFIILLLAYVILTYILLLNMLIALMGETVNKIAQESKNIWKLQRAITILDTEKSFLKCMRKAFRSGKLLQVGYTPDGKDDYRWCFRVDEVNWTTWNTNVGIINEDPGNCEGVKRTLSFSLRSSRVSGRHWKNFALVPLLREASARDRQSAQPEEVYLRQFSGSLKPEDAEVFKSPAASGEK
#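 Cells expressing TRPV1 were dye-loaded with Fluo-8 and read kinetically: 10 s baseline, 3 min after compound (agonist portion), then 2 min after EC20 capsaicin (allosteric enhancer portion). Calcium-bound dye fluorescence at 480/520 nm.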
# PTAP TSG101 blk – blocks PTAP/TSG101 interaction to inhibit HIV-1 budding; Q99816; Fluorescence polarization, FITC-PTAP peptide / Tsg101 binding; AID 493005; Potency, µM (doses to about 115 µM), for the others: top-dose activity change, negative = inhibition, actives largely listed as inhibitors; 340,000 tested, under 10 active; active = well fitted inhibition curve with a large enough effect in the main read-out, with a control signal flat, not every such curve was filed as active; inconclusive = small, poorly fitted or top-dose-only effect, or effect the other way, or a change in a side signal; inactive = no such curve, though single readings can be large or run the other way; note: potency is the fitted concentration of half-maximal effect; % of control where 0% means no effect
#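 Tsg101 binding domain (10 uM final) was mixed with compound and a FITC-labeled PTAP peptide (50 nM final) in HEPES pH 7.5 buffer with NaCl, Tween 20, EDTA and TCEP; fluorescence polarization was read after 20 min at r.t.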
# AT treatment – candidate therapy for ataxia-telangiectasia; […] A-T fibroblasts, KAP-1 phosphorylation AlphaLISA; neocarzinostatin DNA damage 30 min before lysis; Potency, µM (top dose mostly 57.5 µM), for inactives: at the top dose activation, usual class: activators; 0.19% of 320,000 active; AID 485349; note: potency is the fitted concentration of half-maximal effect; % of control where 0% means no effect; nearly all actives have a fitted effect of over 45% in size
#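 hTERT-immortalized A-T patient fibroblasts ([…]), 500 cells/well in OPTI-MEM, 1% FBS, got compounds for 60 min, then NCS for 30 min at 37C. Lysates were then assayed for phospho-KAP-1 by AlphaLISA (anti-pKAP1 donor, anti-KAP1 acceptor beads), 6 hr at 25C.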
# Integrin act MD – integrin-mediated muscular dystrophy alleviation activation; alpha7betagal myoblasts, beta-gal FDG fluorescence, 48 h; Potency, µM (top dose mostly 38.3 µM), inactives show at the highest dose activation, most hits filed as activators; 0.064% of 350,000 active; AID 624291;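 note: potency is the fitted concentration of half-maximal effect; 100% = response of the positive control SU9516; nearly all actives have a fitted effect of over 60% in size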
#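 Alpha7betagal+/- myoblasts (passage 13) were plated 16-24 hr, then exposed to compounds (1:260 dilution of DMSO stock) for 48 hours at 37C. After MPER lysis, β-galactosidase reporter activity was read as FDG fluorescence (ex 480/em 540) after 30 minutes.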
# BRCA1 expr act – increases BRCA1 expression. 1.1% of 380,000 active. Potency, µM (top dose mostly 46.1 µM), for the others: top-dose activation, usual class: activators. MCF7-BRCA1-FFLuc reporter, luminescence, 48 h; response scale: scaled: vehicle 0%, 10 µM genistein 100%; note: potency is the fitted concentration of half-maximal effect; nearly all actives have a fitted effect of over 80% in size; some results filed as inactive show a strong effect at the top dose
#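 MCF7-BRCA1-FFLuc cells, 2000/well in phenol-red-free MEM, attached 2 h then treated 48 h at 37 C. Luciferase luminescence read 15 min after reagent; normalized to genistein maximum activation (10microM) and DMSO, concentration-response fitted.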
# CXXC DNA block – MLL CXXC-DNA interaction inhibition | Potency, µM (titrated, usually from 115 µM), inactives show top-dose activity change, negative = inhibition, usual class: inhibitors | AID 2662 | Q03164 | MLL-CXXC / FITC-HOXA9 DNA fluorescence polarization | 0.037% of 290,000 active; active = well fitted inhibition curve with a large enough effect in the polarisation, with a control signal flat, not every such curve was filed as active; inconclusive = small, poorly fitted or top-dose-only effect, or effect the other way, or a change in a side signal; inactive = no such curve, though single readings can be large or run the other way; the % refers to the polarisation; note: potency is the fitted concentration of half-maximal effect
#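 Steps: dispense CXXC domain solution (7 uM) → pin compounds or unlabeled HOX-A9 DNA control → 5 min ambient → add FLSN-HOX-A9 solution (50 nM) → spin → 30 min ambient → fluorescence polarization. Tris pH 7.5/NaCl/DTT/BSA buffer.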
# B2AR arrestin – agonists driving beta-arrestin recruitment to human beta2-adrenergic receptor; P07550; beta-arrestin recruitment to beta2AR, cell-based reporter; Potency, µM (doses to about 46.1 µM), inactives show at the top dose activation, actives largely listed as activators; 0.02% of 330,000 active; AID 492947;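 note: potency is the fitted concentration of half-maximal effect; 0% = DMSO controls and full agonism = EC100 isoproterenol or metaproterenol; nearly all actives have a fitted effect of over 65% in size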
# * = called active by the depositor; ? = inconclusive; / = no result given; [ ] = another dose, or the depositor's remark. Unless noted, calls come from the whole dose curve; as a rule, active = well fitted curve in the direction sought with a large enough effect; inconclusive = small, poorly fitted or top-dose-only effect, or another doubt; inactive = no such curve, though single readings can be large; an effect the other way counts as inactive or inconclusive.
1	Cc1ccccc1OCC(=O)Nc1ccccc1NC(=O)c1ccco1
2	CN(Cc1cccc(Cl)c1Cl)C(=O)c1ccc(NC(=O)CC#N)cc1
3	Cc1ccc(S(=O)(=O)N(C)CC(=O)Nc2nnc(CC(C)C)s2)cc1
4	NC(=O)C1(N2CCCCC2)CCN(C(=O)CSc2nc3ccccc3[nH]2)CC1
5	Cc1ccc(C(=O)N[C@H](C(=O)Nc2sccc2C(N)=O)C(C)C)cc1
6	CCOC(=O)CCCCCC(=O)Nc1ccc2c(c1)CC(=O)N([C@H](C)CO)C[C@H](C)[C@H](CN(C)S(=O)(=O)c1ccc(OC)cc1)O2
7	CCOC(=O)c1ccc(NC(=O)N2CCN(C(=O)C3CCCO3)CC2)cc1 (centres undefined)
8	Fc1ccc(NC(=S)N2CCOCC2)cc1Cl
Assay by compound	1	2	3	4	5	6	7	8
p53 reactivator	-1%	-16%	3%	-6%	4%	-4%	8%	10%
TCR activator	2%	-1%[46.1 µM]	-3%	4%	-4%	1%	5%	9%
ELG1 repair inh	0%	0%	-7%	4%	?	7%	-2%	2%
TRPV1 ag	1	1	2	1	?	/	2	19
PTAP TSG101 blk	-4%	-2%	0%	0%	-12%	0%	-4%	0%
AT treatment	5%	14%	4%	5%	-9%	-2%	0%	-5%
Integrin act MD	-18%	0%	?	-3%	-22%	-11%	23%	-36%
BRCA1 expr act	-18%	-3%	4%	-7%	2%	-4%	-15%	-12%
CXXC DNA block	0%	1%	6%	-13%	9%	/	4%	-3%
B2AR arrestin	0.1%	0.0%	-0.7%	-1.1%	-0.4%	0.0%	-0.2%	-0.1%

9	O=C(NCC1CC1)c1ccc(Nc2nc3ccc(Br)cc3[nH]2)cc1
10	CCC(CC)CN1CCC(CN2C(=S)NC[C@@H]2[C@@H](C)CC)CC1
11	COc1ccc(NC(=O)c2cc(S(=O)(=O)N(Cc3ccccc3)c3ccccc3)ccc2Cl)cn1
12	CCn1cnc2c1c(=O)n(CC(=O)NCC(C)C)c(=O)n2Cc1ccccc1
13	COc1ccc2sc(N(CCCN(C)C)C(=O)c3ccc(S(=O)(=O)N4CCc5ccccc5C4)cc3)nc2c1
14	OC1(CN2CCOCC2)C2CN3CCN(C2)CC1(c1ccccc1)C3 (centres undefined)
15	CCN(CC)CCN(C(=O)CCS(=O)(=O)c1ccccc1)c1nc2c(C)cc(C)cc2s1
16	Cc1ccc(CN2CCN(Cc3ccc4cccc(F)c4n3)CC2CCO)cc1 (centres undefined)
Assay by compound	9	10	11	12	13	14	15	16
p53 reactivator	3%	/	-4%	0%	-17%	-9%	-6%	-5%
TCR activator	-4%	-2%	-2%[46.1 µM]	-1%	-4%	-10%[46.1 µM]	-7%	2%
ELG1 repair inh	-6%	/	-24%	3%	?	0%	0%	?
TRPV1 ag	-1	/	?	-1	16	2	5	2
PTAP TSG101 blk	-5%	-6%	0%	-2%	2%	0%	2%	-3%
AT treatment	-1%	/	6%	-10%	-4%	-3%	1%	3%
Integrin act MD	-11%	5%	-26%	14%	-55%[inhibitor]	30%	-30%	-8%
BRCA1 expr act	0%	5%	-40%	3%	-95%[inhibitor]	77%	-56%	-20%
CXXC DNA block	-12%	/	?	?	/	-10%	?	-2%
B2AR arrestin	-0.1%	/	-0.6%	0.0%	3.4%	-0.3%	-0.8%	-0.3%

17	O=C(CSCc1ccc(Cl)cc1)Nc1ccccc1C(=O)N1CCOCC1
18	O=C(NCC(=O)N(Cc1ccccc1)C(C(=O)NCC1CCCO1)c1ccccc1)c1cccs1 (centres undefined)
19	CN(C)S(=O)(=O)c1ccc(C(=O)Nc2ccnn2C2CCCCC2)cc1
20	CCO[C@@H]1OC(C(=O)NCc2nc3ccccc3[nH]2)=C[C@H](c2cn(C(C)=O)c3ccccc23)[C@H]1CCCO
21	O=S(=O)(Nc1ccc(Cl)cc1NS(=O)(=O)c1ccccc1)c1ccccc1
22	O=S(=O)(Nc1cccc(Oc2ccc(Cl)cc2)n1)c1ccc(F)cc1
23	CCCCn1c(=O)[nH]c(=O)c2c1nc(-c1ccccc1OC(F)F)n2C
24	COc1ccc(CCC(=O)Nc2ccc(S(=O)(=O)N3CCCC3)cc2)cc1OC
Assay by compound	17	18	19	20	21	22	23	24
p53 reactivator	6%	-3%	-4%	-7%	/	-7%	-3%	-13%
TCR activator	-2%	-3%	-7%	-5%	5%	4%	-1%	-8%
ELG1 repair inh	-4%	?	26µM*	?	/	-11%	-26%	-15%
TRPV1 ag	-1	2	3	0	/	-4	5	5
PTAP TSG101 blk	-3%	-3%	-3%	-4%	-1%	-2%	-6%	-4%
AT treatment	3%	2%	0%	/	/	6%	-9%	13%
Integrin act MD	13%	11%	-23%	-13%	-54%[inhibitor]	0%	3%	-5%
BRCA1 expr act	-18%	-12%	-46%	-44%	-81%	4%	0%	-5%
CXXC DNA block	0%	6%	-1%	-12%	/	26%	-7%	/
B2AR arrestin	-0.7%	-0.7%	-1.1%	-0.4%	/	0.0%	13%	0.4%

# 3 compounds from above, sorted by the number in TRPV1 ag, falling:
nr | molecule | p53 reactivator | TCR activator | TRPV1 ag | PTAP TSG101 blk | Integrin act MD | CXXC DNA block | B2AR arrestin
24 | COc1ccc(CCC(=O)Nc2ccc(S(=O)(=O)N3CCCC3)cc2)cc1OC | -13% | -8% | 5 | -4% | -5% | / | 0.4%
19 | CN(C)S(=O)(=O)c1ccc(C(=O)Nc2ccnn2C2CCCCC2)cc1 | -4% | -7% | 3 | -3% | -23% | -1% | -1.1%
22 | O=S(=O)(Nc1cccc(Oc2ccc(Cl)cc2)n1)c1ccc(F)cc1 | -7% | 4% | -4 | -2% | 0% | 26% | 0.0%

# The listing continues.
25	O=C(c1c[nH]c2ccccc12)N1CCN(Cc2ccccc2)CC1
26	CCCn1nc2cc(C(=O)NC3CCc4ccccc43)ccc2c1OCC (centres undefined)
27	NC(=O)C1CCN(C(=O)Cc2ccc([N+](=O)[O-])cc2)CC1
28	O=C(CSc1nc(=O)n(CCN2CCOCC2)c2c1CCC2)Nc1ccc(OC(F)(F)F)cc1
29	COc1ccc2c(Cl)c(C(=O)NCc3ccco3)sc2c1
30	Cc1cnc(C(=O)OCC(=O)Nc2cccc(S(=O)(=O)N3CCCCC3)c2)cn1
31	O=C(COc1cccc(Oc2ccccc2)c1)Nc1ccc(SC(F)F)cc1
32	COc1ccc(NC(=O)Nc2cccc3c2O[C@H](CN(C)C(=O)NC2CCCCC2)[C@@H](C)CN([C@H](C)CO)C3=O)cc1
Assay by compound	25	26	27	28	29	30	31	32
p53 reactivator	1%	-2%	-1%	-3%	?	-3%	9%	9%
TCR activator	-8%	-5%	6%[46.1 µM]	0%	0%	0%[46.1 µM]	1%	4%
ELG1 repair inh	-6%	?	-3%	?	?	4%	?	-16%
TRPV1 ag	3	2	-3	0	11	-1	29	/
PTAP TSG101 blk	-7%	-2%	-1%	2%	-6%	-2%	-6%	-3%
AT treatment	-6%	3%	-3%	2%	/	15%	0%	-3%
Integrin act MD	-12%	-6%	17%	-13%	-26%	-25%	-16%	-20%
BRCA1 expr act	0%	0%	-13%	-16%	11µM*	-13%	12%	-16%
CXXC DNA block	-3%	8%	0%	/	-17%	-1%	-11%	/
B2AR arrestin	-0.4%	0.3%	0.0%	-0.1%	-0.3%	-0.3%	-1.0%	-0.2%

33	Cc1cc(NC(=O)CN2C(=O)NC3(CCCCC3)C2=O)ccc1N1CCCC1
34	O=C(O)c1ccccc1/C=N/n1c(C2CCCCC2)n[nH]c1=S
35	COC(=O)c1cc2occc2n1Cc1ccc(Cl)cc1
36	COC(=O)c1ccccc1S(=O)(=O)N1CCC(NC(=O)c2ccccc2)CC1
37	O=C(Cc1ccccc1Cl)Nc1nc2ccccc2[nH]1
38	Cc1ccccc1N1OC2C(=O)N(c3ccc(F)cc3)C(=O)C2C1c1ccccn1 (centres undefined)
39	COc1cccc(NC(=O)CN(C)C(=O)c2cc(-c3ccccc3)nc3ccc(C)cc23)c1
40	COc1cccc(/C=N/n2cnnc2)c1OCc1ccccc1
Assay by compound	33	34	35	36	37	38	39	40
p53 reactivator	-5%	-4%	-2%	3%	16%	11%	/	-4%
TCR activator	-40%	0%	1%	5%	4%	5%	1%	9%
ELG1 repair inh	7%	1%	16%	3%	?	1%	/	-2%
TRPV1 ag	16	-1	2	-3	/	2	/	0
PTAP TSG101 blk	-1%	-1%	-2%	1%	-3%	3%	-2%	-2%
AT treatment	-5%	-11%	-1%	0%	8%	-8%	/	-3%
Integrin act MD	15%	-17%	18%	?	3%	21%	-4%	12%
BRCA1 expr act	-14%	-22%	8%	13%	0%	-6%	-40%	-21%
CXXC DNA block	/	2%	8%	-1%	0%	17%	/	7%
B2AR arrestin	-0.3%	0.2%	0.0%	-0.6%	-0.1%	-0.6%	/	-0.2%

# Screening results as filed in PubChem BioAssay.
